Screens: PubChem, Fisher Drug Discovery Resource Center
hcGAS lum: blocks human cGAS activity | Q8N884 | recombinant h-cGAS, ATP depletion, Kinase-Glo luminescence | inhibition, % at 12.5 µM | 290,000 tested, 0.081% active;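 note: 0% = vehicle reaction and 100% = reaction without DNA for no activity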
Target sequence (Q8N884 whole entry, looked up): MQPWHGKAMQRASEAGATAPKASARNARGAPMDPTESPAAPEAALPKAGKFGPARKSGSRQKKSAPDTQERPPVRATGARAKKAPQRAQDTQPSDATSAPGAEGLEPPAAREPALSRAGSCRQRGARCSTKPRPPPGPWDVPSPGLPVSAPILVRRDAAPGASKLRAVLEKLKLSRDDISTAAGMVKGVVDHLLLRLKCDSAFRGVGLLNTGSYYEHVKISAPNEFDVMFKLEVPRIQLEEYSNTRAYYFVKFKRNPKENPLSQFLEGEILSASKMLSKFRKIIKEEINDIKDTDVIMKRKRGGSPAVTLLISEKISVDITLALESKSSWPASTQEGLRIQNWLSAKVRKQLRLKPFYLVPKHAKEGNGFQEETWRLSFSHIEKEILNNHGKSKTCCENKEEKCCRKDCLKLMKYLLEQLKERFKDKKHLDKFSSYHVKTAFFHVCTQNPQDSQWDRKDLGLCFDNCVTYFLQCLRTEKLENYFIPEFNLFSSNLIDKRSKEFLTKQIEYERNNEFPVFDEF
NPYLR7 agonist: activates Aedes aegypti NPYLR7 receptor | HEK293T NPYLR7/Galpha15, GCaMP6s calcium fluorescence | activation, % at 10 µM | 270,000 tested, 0.15% active | AID 1259423; in the data active = activation above about 40%;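 note: 0% = vehicle and 100% = reference agonist at the receptor; some compounds past the cut are filed as inactive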
mcGAS inh: mouse cGAS inhibition by luminescence; Q8C6L5; recombinant cGAS, Kinase-Glo ATP depletion luminescence; inhibition, % at 12.5 µM; 160,000 tested, 0.15% active; AID 1259399;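 note: 0% = negative control wells and 100% = reference inhibitor with no enzyme activity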
* = called active by the depositor; . = no result given. Cut-off read from the data, not from the text of the source, unless noted: active = inhibition above about 40%; inactive = the rest.

#1 Cc1nc2ccc(N=Cc3cccc4ccccc34)cc2s1
#2 CCCC(C)CC(=O)C(C#N)c1nc2nccc(C)c2[nH]1 (stereo unspecified)
#3 CNC(=O)c1nnc2n1CCN(C(=O)c1cccc3c1OCCO3)C2
#4 COc1ccc2[nH]c(CNC(=O)CC(=O)Nc3cc(C)ccc3C)cc2c1
#5 CCOc1ccc(-c2ccc(SCC)nn2)cc1
#6 O=C(c1ccccc1OC(F)(F)F)N1CCC(Cc2ccc(-n3cccc3)cc2)CC1
#7 CCc1ccc2oc(-c3ccc(NC(=O)c4ccc(Cl)c([N+](=O)[O-])c4)cc3)nc2c1
#8 O=C1CCC(C(=O)N2CCC(Oc3ccc(Cl)cc3)CC2)CN1Cc1ccccn1 (stereo unspecified)
#9 COC(=O)c1ccc(Cn2cc(C(=O)NCc3ccc(OC)c(OC)c3)sc2=O)o1
#10 COc1cccc(O)c1CN1CCN(CCC(C)C)C(CCO)C1 (stereo unspecified)

assay / compound,1,2,3,4,5,6,7,8,9,10
mcGAS inh,-4,.,.,-6,-15,-6,0,.,.,.
NPYLR7 agonist,-7,2,7,-6,1,2,0,0,2,-2
hcGAS lum,-6,4,-8,-1,-28,-7,4,-9,-6,-5

#11 c1ccc(-c2nnc(NN=C3CCCC3)c3ccccc23)cc1
#12 Cc1ccc(S(=O)(=O)CCCC(=O)Nc2ncnc3sccc23)cc1
#13 O=C(O)c1c[nH]c2ccc(S(=O)(=O)N3CCC(c4ccccc4)C3)cc2c1=O (stereo unspecified)
#14 Cc1cc(C)c(C(=O)NCCCc2nc3ccccc3n2C)c(=O)[nH]1
#15 CCOC(=O)N1CCN(C(=O)c2ccc(N3CCC(NCc4cccc(F)c4F)CC3)cc2)CC1
#16 O=C(CSc1nc2c([nH]c3ccccc32)c(=O)n1-c1ccc([N+](=O)[O-])cc1)N1CCCCCC1
#17 COc1ccccc1CCNC(=O)CN1CN(c2ccccc2)C2(CCN(S(=O)(=O)c3ccc(Br)cc3)CC2)C1=O
#18 OC(Cc1ccccc1)C1CCN(Cc2cnn3cccnc23)CC1 (stereo unspecified)
#19 Nc1nccc(N2CC[C@@H](c3ccc4c(c3)OCO4)[C@H](O)C2)n1
#20 Cc1ccccc1C(=O)N1C(C(=O)NCc2ccco2)COC12CCN(C(=O)Cc1ccccc1)CC2 (stereo unspecified)

assay / compound,11,12,13,14,15,16,17,18,19,20
mcGAS inh,-4,0,-3,.,-3,-7,-6,.,.,-4
NPYLR7 agonist,0,2,-6,2,-2,0,27,9,0,7
hcGAS lum,-3,1,-8,-6,2,-6,-9,-6,-4,-8

#21 Cc1cc(C)cc(OCc2nc(CN(C(=O)c3ccccc3F)C(C)C)cs2)c1
#22 CCN1C(=O)c2cc(NS(C)(=O)=O)ccc2Oc2ccccc21
#23 COc1ccc(C=C2N=C(c3ccccc3F)OC2=O)c(OC)c1
#24 COc1ccc(C(O)C(=O)N2CCC3(CC2)CN(C)CCN3C)cc1 (stereo unspecified)
#25 CCc1nc2ccccc2n1CC(=O)NC1CCCCC1
#26 OC(c1ccc(F)cc1)c1ncc(-c2ccc3ccccc3c2)[nH]1 (stereo unspecified)
#27 COC(=O)C(NCc1ccc(Cl)s1)C(C)(C)C (stereo unspecified)
#28 O=C1c2ccccc2C(=O)N1CCCCN(C(=O)c1cccc([N+](=O)[O-])c1)c1ccc(Cl)cc1
#29 C/C(=C\c1cc(Cl)ccc1O)CN1CCN(c2ncc(F)cn2)CC1
#30 COc1ccc(CSc2nnc(N)s2)cc1

assay / compound,21,22,23,24,25,26,27,28,29,30
mcGAS inh,-5,.,1,-16,.,.,.,-3,.,.
NPYLR7 agonist,21,7,7,8,-6,6,2,-1,27,15
hcGAS lum,-4,-7,11,-6,-9,0,-6,-2,1,-3

Given with tabs: part of the list above
no.	SMILES	mcGAS inh	NPYLR7 agonist	hcGAS lum
25	CCc1nc2ccccc2n1CC(=O)NC1CCCCC1	.	-6	-9
26	OC(c1ccc(F)cc1)c1ncc(-c2ccc3ccccc3c2)[nH]1 (stereo unspecified)	.	6	0
27	COC(=O)C(NCc1ccc(Cl)s1)C(C)(C)C (stereo unspecified)	.	2	-6
28	O=C1c2ccccc2C(=O)N1CCCCN(C(=O)c1cccc([N+](=O)[O-])c1)c1ccc(Cl)cc1	-3	-1	-2
29	C/C(=C\c1cc(Cl)ccc1O)CN1CCN(c2ncc(F)cn2)CC1	.	27	1

Following part.
#31 Cc1cc(NC(=O)CNc2ccc(F)c(-n3nnnc3C)c2)n(C)n1
#32 COc1nn(C)cc1C(=O)N1CCN(C2=NN=C(c3ccccc3)CS2)CC1
#33 Cc1cc(C)c(C(=O)N2CCN(C(=O)c3cccs3)CC2)cc1C
#34 CN(C(=O)COc1cccc(-n2cnnn2)c1)C1CCS(=O)(=O)C1 (stereo unspecified)
#35 COc1ccccc1C(O)CNc1nccc(-c2ccc(C)nc2C)n1 (stereo unspecified)
#36 Cc1ccc2ncc(C(=O)NCc3ccc(F)cc3)c(=O)n2c1
#37 COc1cc(/C=C/C(=O)NCC2COc3ccccc3O2)ccc1OCC#N (stereo unspecified)
#38 CC(C(=O)NC(=O)NC1CC1)N(C)Cc1c(F)cccc1Cl (stereo unspecified)
#39 Cc1cc(COc2ccccc2)oc1C(=O)NC1CCCCNC1=O (stereo unspecified)
#40 Cc1ccc(C)c(C(=O)N(CCCN(C)C)c2nc3ccc(F)cc3s2)c1

assay / compound,31,32,33,34,35,36,37,38,39,40
mcGAS inh,.,.,.,.,.,-8,.,.,.,-7
NPYLR7 agonist,2,9,-4,16,22,9,9,0,5,1
hcGAS lum,-9,-5,-9,-6,-10,-3,-2,-10,-4,-4

#41 CN(Cc1nc2ccc(F)cc2[nH]1)C(=O)[C@@H](N)Cc1ccc(O)cc1
#42 Nc1nonc1-c1nc2ccccc2n1Cc1cc2c(cc1Cl)OCO2
#43 CN(Cc1ccccc1)C(=O)Nc1ccccc1C(F)(F)F
#44 Cc1cc(=O)n(C)cc1NC(=O)c1cnn(-c2ccccc2)c1C
#45 CCn1cc(S(=O)(=O)c2ccccc2)c(=O)c2cc(F)c(N3CCCC(C)C3)cc21 (stereo unspecified)
#46 COCc1ncc(CN2CCN(c3cc(C)nc(SC)n3)CC2)cn1
#47 O=C(NCc1cc(-c2ccc3c(c2)OCO3)on1)C1CC1
#48 COc1ccc(C=Nc2cnn(C)c2C(N)=O)cc1
#49 CC(C)Cc1noc(CNC(=O)NCc2ccco2)n1
#50 CCOc1ccc(-c2ccc(=O)n(CCCC(=O)Nc3ccc(C(C)=O)cc3)n2)cc1

assay / compound,41,42,43,44,45,46,47,48,49,50
mcGAS inh,.,-5,-9,.,-5,-12,-7,-1,.,1
NPYLR7 agonist,6,10,-1,-2,4,-6,1,2,-1,16
hcGAS lum,-4,-5,-15,-6,-8,-6,-11,-2,-7,-1

#51 COc1nc(C)c(C(=O)N2CCN3CCN(C)C(=O)C3C2)s1 (stereo unspecified)
#52 COc1ccc(-n2c(CCN3CCN(C)CC3)n[nH]c2=S)cc1
#53 CCC(=O)N(c1nnc(SCC(=O)c2ccc(C)s2)s1)C1CC1
#54 CC1(C(=O)Nc2nccs2)CCN1C(=O)Cc1ccccc1Cl (stereo unspecified)
#55 Cc1ccc(C)c(NS(=O)(=O)c2cccc([N+](=O)[O-])c2)c1
#56 O=C(Nc1cccc(-c2ccc(F)cc2)c1)C1CCCN(C(=O)c2cncs2)C1 (stereo unspecified)
#57 CCn1c(C2CCN(C(=O)c3cc(C(C)C)[nH]n3)CC2)n[nH]c1=O
#58 CC(C)(Oc1ccc(Cl)cc1)C(=O)N1CCn2c(nnc2C(=O)NCC2CC2)C1
#59 Nc1nnc(CCCNC(=O)C2(c3ccccc3F)CC2)s1
#60 CN1C(=O)C(Cc2ccc(Br)s2)C(=O)N(C)C1=O

assay / compound,51,52,53,54,55,56,57,58,59,60
mcGAS inh,-17,.,.,-4,-1,.,-10,.,.,.
NPYLR7 agonist,21,-3,10,0,-4,2,2,7,0,-1
hcGAS lum,-7,-1,-2,-4,-1,2,-7,-5,-4,-3

#61 Cc1ccc(OCc2nc(Cn3ncc(Cl)c(Cl)c3=O)cs2)cc1
#62 O=C(CCN(c1nc(-c2cccs2)nc2ccccc12)C1CCCCC1)NCc1ccccc1
#63 Cc1ccc2nc(N(CCCn3ccnc3)C(=O)c3ccco3)sc2c1
#64 NC(=O)C1CCCN(CCCNC(=O)C2(c3ccc(Cl)cc3)CCCC2)C1 (stereo unspecified)
#65 O=C(c1ccccn1)N1CCN(Cc2ccccc2)CC1
#66 CCC1CN(C(=O)c2cnc(N)nc2C)CCC(=O)N1Cc1ccccc1 (stereo unspecified)
#67 CN1CCOC(C(=O)Nc2ccc(NCCc3ccccc3)cc2)C1 (stereo unspecified)
#68 COc1ccccc1CN(CCc1c[nH]c2ccccc12)C(=O)CN(C(=O)C(Cl)Cl)C(C)C
#69 CCn1c(CNC(C)=O)nc2c1CN(C(=O)C1CCCC1)CC2
#70 CCN(C(=O)c1ccc(Oc2ccccc2)o1)C1CCS(=O)(=O)C1 (stereo unspecified)

assay / compound,61,62,63,64,65,66,67,68,69,70
mcGAS inh,.,-4,-9,.,.,.,.,-3,0,.
NPYLR7 agonist,11,16,-11,10,-19,-7,10,11,.,-3
hcGAS lum,-8,-6,-10,-6,3,-5,-7,-3,3,-4

Screen by screen, as entered above.
hcGAS lum, compounds 53 to 60: -2, -4, -1, 2, -7, -5, -4, -3
NPYLR7 agonist, compounds 53 to 60: 10, 0, -4, 2, 2, 7, 0, -1

Continuation:
#71 Cc1ccc2c(-c3ccc(CN(C)C)cn3)cccc2n1
#72 Cc1cc(C(=O)NCCCNC(=O)c2cccc(O)c2)c(C)s1
#73 COC(=O)Cn1cnc2c(nnn2-c2ccc(F)cc2)c1=O
#74 COc1ccc(-c2nc3ccccn3c2NC(=O)C(Cl)Cl)cc1
#75 CC(C)(C)CC(=O)Nc1cnn(-c2ccccc2S(C)(=O)=O)c1
#76 COCCNC(=O)C(NC(=O)C1CC1)C1CCN(C(=O)c2ccc(Cl)cc2)CC1 (stereo unspecified)
#77 O=C(c1ccc(OC2CCN(Cc3ccccn3)CC2)cc1)N1C[C@H]2CC[C@H]1C2
#78 O=C(Cc1ccc(F)cc1)N1CCN(c2nccc(-c3ccc(Oc4ccccc4)cc3)n2)CC1
#79 OCCc1ccc(-c2noc(C3CCC3)n2)cc1
#80 CC(C(=O)OCC(=O)c1ccccc1)N1C(=O)C2C3C=CC(C3)C2C1=O (stereo unspecified)

assay / compound,71,72,73,74,75,76,77,78,79,80
mcGAS inh,-15,-11,.,-5,.,-5,.,-4,.,-6
NPYLR7 agonist,.,6,8,0,-4,15,2,0,19,0
hcGAS lum,-6,-4,-1,-2,9,-9,-10,-1,-5,-4

#81 Cn1nc(C(=O)NC(Cc2nc3ccccc3n2C)c2ccccc2)ccc1=O (stereo unspecified)
#82 Cc1[nH]nc2c1C(c1cccc3ccccc13)CC(=O)N2 (stereo unspecified)
#83 O=C(CSc1nnnn1C1CC1)c1ccc2c(c1)CCC2
#84 Cc1cc(C)c(C(=O)N2CCc3onc(-c4ccc(Cl)cc4)c3C2)o1
#85 CNC(=O)CN1c2ccccc2C(=O)N(C)C1c1csc(C(C)C)n1 (stereo unspecified)
#86 CS(=O)(=O)N1CCC(C2CCN(Cc3ccsc3)C2)CC1 (stereo unspecified)
#87 CC(C)NC(=O)NC(=O)COC(=O)C1CC2CCCC(C1)C2=O (stereo unspecified)
#88 O=C(CCN1CCC(O)(c2cccnc2)CC1)N1CCc2ccccc2C1

assay / compound,81,82,83,84,85,86,87,88
mcGAS inh,.,-7,.,.,.,-4,.,-10
NPYLR7 agonist,7,10,4,4,3,.,-4,12
hcGAS lum,2,-6,-7,-5,-11,-6,-3,-4

A few values from the list.
Entry of O=C(CCN1CCC(O)(c2cccnc2)CC1)N1CCc2ccccc2C1 in hcGAS lum: -4
Entry of O=C(CSc1nnnn1C1CC1)c1ccc2c(c1)CCC2 in hcGAS lum: -7
Entry of CNC(=O)CN1c2ccccc2C(=O)N(C)C1c1csc(C(C)C)n1 (stereo unspecified) in hcGAS lum: -11
Entry of Cc1[nH]nc2c1C(c1cccc3ccccc13)CC(=O)N2 (stereo unspecified) in NPYLR7 agonist: 10
Entry of Cc1cc(C)c(C(=O)N2CCc3onc(-c4ccc(Cl)cc4)c3C2)o1 in NPYLR7 agonist: 4
Entry of Cn1nc(C(=O)NC(Cc2nc3ccccc3n2C)c2ccccc2)ccc1=O (stereo unspecified) in NPYLR7 agonist: 7
